High-throughput results from PubChem BioAssay.
Granule exo inh – LAMP-1 surface exposure blockers, TALL-104 cells – cell-based, flow cytometry, MLPCN library, primary screen. TALL-104 LAMP-1 surface exposure; cells stimulated with thapsigargin and PMA. inhibition, % at 10 µM. 0.66% of 360,000 active;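 active means inhibition above about 55%, limit read from the data; inconclusive means no clear call, values can overlap the other calls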
aDG glyco up – activators of alpha-DG glycosylation, primary screen, uHTS, Pro5-aDG cells, AlphaScreen. alpha-DG glycosylation AlphaScreen (IIH6); 0% Pro5, 100% B10-LARGE cell signal. activation, % at 10 µM. 0.22% of 360,000 active;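 active means activation of at least 8% versus controls, or a plate z-score of at least 8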;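 further: Pro5 are CHO cells carrying HIG-tagged alpha-DG that lacks glycosylation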
PDI turbidity – inhibitors of human PDI, primary screen, biochemical, turbidity, single point, plate reader. Protein disulfide-isomerase (Homo sapiens), P07237. PDI insulin aggregation turbidity, A650, 90 min. inhibition, % at 10 µM. 0.052% of 350,000 active. AID 588391, 2011;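 active means mean inhibition across replicates of 30% or more, whatever share of single replicates reach that level; inconclusive means mean inhibition below 30% while every single replicate reaches 30%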;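 further: absorbance from insulin aggregation driven by PDI reduction with DTT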
Target sequence (P07237 whole entry, looked up): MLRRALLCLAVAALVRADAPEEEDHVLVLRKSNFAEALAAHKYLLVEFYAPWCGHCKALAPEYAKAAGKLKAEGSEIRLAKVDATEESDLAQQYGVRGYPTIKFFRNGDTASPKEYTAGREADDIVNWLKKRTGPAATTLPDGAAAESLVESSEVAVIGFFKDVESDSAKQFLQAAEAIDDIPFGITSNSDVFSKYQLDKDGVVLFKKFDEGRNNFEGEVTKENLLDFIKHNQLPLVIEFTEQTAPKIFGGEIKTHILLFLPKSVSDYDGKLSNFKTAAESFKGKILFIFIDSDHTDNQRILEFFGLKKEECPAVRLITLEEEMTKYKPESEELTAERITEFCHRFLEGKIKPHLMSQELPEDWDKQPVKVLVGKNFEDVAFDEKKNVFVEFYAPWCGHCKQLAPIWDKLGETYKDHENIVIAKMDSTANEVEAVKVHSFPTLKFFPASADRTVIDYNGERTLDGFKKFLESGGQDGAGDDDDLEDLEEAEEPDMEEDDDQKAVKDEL
m5-HT2A agonist – mouse Htr2a agonists via beta-arrestin recruitment, primary screen, cell-based, luminescence. 5-hydroxytryptamine receptor 2A (Mus musculus), P35363. CHO-K1 mHTR2A beta-arrestin complementation; percent of 30 µM serotonin response. activation, % at 7.6 µM. 0.66% of 360,000 active;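 active means activation above a run cutoff, the mean activation of all tested compounds plus 3 SD, cut at about 14% in these data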;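 further: 0% = plate median of compound wells and 100% = 30 µM serotonin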
Target sequence (P35363 whole entry, looked up): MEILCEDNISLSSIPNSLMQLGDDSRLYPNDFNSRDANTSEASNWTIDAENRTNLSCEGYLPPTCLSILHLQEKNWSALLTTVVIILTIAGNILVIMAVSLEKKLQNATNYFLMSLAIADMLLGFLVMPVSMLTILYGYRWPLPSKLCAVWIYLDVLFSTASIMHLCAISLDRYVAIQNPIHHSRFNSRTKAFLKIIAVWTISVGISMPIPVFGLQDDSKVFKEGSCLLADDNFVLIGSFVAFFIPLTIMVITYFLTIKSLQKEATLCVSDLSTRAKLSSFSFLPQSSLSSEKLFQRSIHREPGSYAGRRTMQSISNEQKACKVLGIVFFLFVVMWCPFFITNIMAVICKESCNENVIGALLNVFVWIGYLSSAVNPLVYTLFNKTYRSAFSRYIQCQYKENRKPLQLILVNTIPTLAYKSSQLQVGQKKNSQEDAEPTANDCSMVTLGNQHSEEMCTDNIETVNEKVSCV
H9c2 protect – cardioprotection against H2O2-induced cell death, primary screen, uHTS, H9c2 cells, ATPLite luminescence; H9c2 cardiomyocytes, H2O2 injury protection, 2 h; AID 588492, 2011; 0.63% of 360,000 active; protection from H2O2 cell death, % at 20 µM;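 active means compounds giving at least 50% protection of heart cells from peroxide-induced death in the single-dose screen, raw or plate-pattern-corrected value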;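 further: 0% = DMSO wells with peroxide and 100% = DMSO wells without peroxide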
ABCB6 inh 2 – ABCB6 transporter inhibitors, primary screen, K562-ABCB6 cells, flow cytometry, MLPCN library; ATP-binding cassette sub-family B member 6 (Homo sapiens), Q9NP58; 0.19% of 360,000 active; K562-ABCB6 porphyrin accumulation, 1 h; active compounds read low; fluorescence ratio to DMSO, % at 10 µM; AID 602162, 2011;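 active means fluorescence ratio to DMSO below 75%, the collection mean minus 3 SD; inconclusive means too few cells collected in the well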;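 further: signal is porphyrin accumulated inside mitochondria; 100% equals median channel fluorescence of DMSO control wells; lower ratio means ABCB6 inhibition with less porphyrin fluorescence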
Vif imaging – HIV Vif self-association inhibitors, primary screen, imaging, HEK293T, single point. 0.35% of 340,000 active. HEK293T cells, Vif self-association by quenched fluorescence, 24 h. inhibition, % at 7.49 µM. AID 602346, 2012; in the data active means inhibition above about 50%, passing the limit was not always enough; inconclusive means no clear call, values can overlap the other calls; inactive means below about 31%; further: some results filed as inactive read as strong as hits
Glyco luc inh – increase of ERlucT glycosylation luciferase signal, primary screen, N-linked glycosylation inhibitor project, D54 ERlucT cells, luminescence, set 2 | 0.23% of 360,000 active | D54 ERlucT glycosylation luciferase reporter, 24 h; percent of 100 nM tunicamycin response | reporter increase, % at 12.5 µM | AID 588692, 2011;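 active means mean luciferase reporter signal, scaled so untreated is 0 and the glycosylation-blocking control 100, at or above a set limit in every replicate; inconclusive means mean reaches the limit but not every replicate does; inactive means mean below the limit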;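 further: luciferase carries N-glycosylation sites so blocking glycosylation raises the light; 0% = median of neutral control wells and 100% = median of 100 nM tunicamycin wells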
CaV13 ICDI inh – Disruptors of the CACNA1D IQ motif to Ca2+-dependent inactivation inhibitor domain association, primary screening, Förster resonance energy transfer in intact living … | HEK cells, CFP/YFP FRET ICDI-IQ, plate reader, 10 min; percent FRET-ratio fall versus neutral wells | inhibition, % at 12.3 µM | 0.098% of 340,000 active | AID 743397;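 active means mean replicate inhibition of at least 30% and at least 1% of replicates passing that level; inconclusive means only one of the two criteria is met; inactive means neither criterion is met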;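 further: 0% = median of the neutral control wells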
hiPSC survival – enhancers of single-cell hiPSC survival, primary screen, ATPlite luminescence; 100% = ROCK inhibitor wells, 0% = DMSO; survival enhancement, % at 20 µM; 0.044% of 360,000 active; AID 602274, 2012; in the data active means survival enhancement above about 18%;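 further: cells exposed to compounds for 16 hours before the ATP read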
* marks the source's active call; other numbers are inactive results; ? = inconclusive; . = no result given; & = joins results of further samples.

SMILES | Granule exo inh | aDG glyco up | PDI turbidity | m5-HT2A agonist | H9c2 protect | ABCB6 inh 2 | Vif imaging | Glyco luc inh | CaV13 ICDI inh | hiPSC survival
CC(=O)N1N=C(N)SC1c1cccc([N+](=O)[O-])c1 (stereo not given) | 11 | 0.0 | -22 | 3 | 8 | 112 | -2 | 2 | -7 | -2.2
NS(=O)(=O)c1cc(C(=O)Nc2ccc3c(c2)OCCCO3)ccc1Cl | 27 | -0.1 | 8 | 8 | 1 | 99 | -10 | -1 | -4 | 0.2
O=C1CC(N2CCN(Cc3ccc4c(c3)OCO4)CC2)C(=O)N1Cc1ccc(N2CCCC2=O)cc1 (stereo not given) | 1 | 0.1 | 0 | 3 | -11 | 96 | . | -4 | -4 | -0.6
Cc1cc(C)n2nc(C)c(Br)c2n1 | 3 | 0.0 | -5 | 0 | -1 | 101 | 10 | 1 | -5 | -0.5
CCCN(CCC)C(=O)c1ccc2c(c1)S(=O)(=O)c1ccccc1C2=O | -15 | 0.1 | -8 | 6 | 10 | 105 | -6 | 1 | -9 | 1.5
CC1=NN(C(=O)COc2ccc(C)c(C)c2)C(O)(c2ccccc2)C1 (stereo not given) | 14 | -0.1 | 4 | 4 | 3 | 97 | 2 | 2 | -3 | 0.3
Cc1ccc(C(NC(=O)C2CCN(CCOc3ccc(Cl)cc3Cl)CC2)c2ccccn2)cc1 (stereo not given) | 4 | 0.4 | 2 | -4 | 6 | 102 | 5 | -1 | -6 | 2.6
Cn1cncc1C#Cc1c(-c2ccc(S(C)(=O)=O)cc2)sc2ccccc12 | 103* | 0.3 | -1 | 0 | 34 | 92 | 16 | 0 | -6 | -1.9
Cc1nccn1CCC(=O)O | -12 | 0.3 | 2 | 6 | 7 | 103 | 10 | 3 | -7 | 1.5
COc1c2ccoc2c(OC)c2oc(=O)ccc12 | 0 | 0.2 | . | -2 | 4 | 100 | -8 | 2 | . | 4.6
COc1cc(OC)cc(C(=O)OCC(=O)Nc2sccc2C(N)=O)c1 | 22 | -0.2 | -4 | -2 | 21 | 93 | -2 | 4 | -3 | 3.6
N#CCCNC(=O)CCN1CCOCC1 | 2 | 0.1 | 1 | 4 | 4 | 102 | 0 | 1 | -1 | -4.8
CC(C)NC(=O)c1ccc(-c2ccc(Cl)c(C(F)(F)F)c2)o1 | 4 | 1.1 | 1 | -1 | -5 | 112 | -6 | -2 | -11 | 4.2
COc1ccc(-c2csc(C(O)c3ccc(OC)cc3)n2)cc1 (stereo not given) | -8 | 0.1 | -4 | 4 | -12 | 94 | -14 | -1 | -6 | 3.0
CS(=O)(=O)N(CC(=O)NCCC1=CCCCC1)c1ccc2c(c1)OCO2 | 25 | 0.0 | 1 | -1 | -5 | 97 | 1 | -2 | -5 | -0.2
O=[N+]([O-])c1cc(-c2ccccc2)cc([N+](=O)[O-])c1O | 5 | -0.1 | -8 | 6 | -19 | 105 | -12 | -1 | -7 | 2.0
CC(C)(O)c1nnn(-c2ccccc2)c1C(F)(F)F | 0 | 0.0 | -4 | 2 | -4 | 88 | -2 | 1 | -1 | 2.0
COC(=O)N(C)C[C@H]1OCc2cnnn2CCCC(=O)N([C@H](C)CO)C[C@H]1C | -2 | -0.1 | 0 | -2 | -1 | 107 | 1 | 0 | -5 | -1.8
CN(C)S(=O)(=O)c1ccc(Cl)c(NC(=O)CSc2nc3c(cc2C#N)C(=O)CC(C)(C)C3)c1 | 5 | 0.1 | -4 | 3 | 5 | 98 | -5 | 1 | -5 | 3.9
Cc1ccc(N(CC(=O)NCc2ccccc2Cl)S(=O)(=O)c2c(C)noc2C)cc1 | 51 | 0.3 | 1 | -1 | 1 | 104 | -7 | -2 | -2 | -0.6
CNC(=S)N1CCN(c2c(F)cc3c(=O)c(C(=O)O)cn(C4CC4)c3c2OC)CC1C (stereo not given) | 2 | 0.8 | -3 | 3 | -2 | 106 | -2 | 1 | . | 6.5
Cc1ccc2cc(CN(CCN3CCCC3)C(=O)Nc3ccc(F)cc3)c(=O)[nH]c2c1C | 9 | 0.0 | 1 | -5 | 8 | 91 | 16 | 1 | -5 | -3.6
CCCn1c(=O)[nH]c(=O)c2c1nc(-c1ccccc1)n2CCN1CCOCC1 | 0 | -0.2 | 3 | 1 | 1 | 101 | -4 | 3 | -5 | -1.8
O=S(=O)(NCC1CCCO1)c1ccc(S(=O)(=O)N(Cc2ccccn2)C2CC2)cc1 (stereo not given) | -1 | 0.0 | 17 | 1 | -2 | 103 | 2 | -2 | -14 | -1.1
O=C(N/N=C/c1ccc([N+](=O)[O-])o1)c1cc(-c2cccc(Br)c2)nc2ccccc12 | 0 | 0.8 | 2 | 2 | -4 | 114 | -1 | 3 | -5 | -2.5

(more compounds)
SMILES | Granule exo inh | aDG glyco up | PDI turbidity | m5-HT2A agonist | H9c2 protect | ABCB6 inh 2 | Vif imaging | Glyco luc inh | CaV13 ICDI inh | hiPSC survival
CN1CCCc2cc3c(C(F)(F)F)cc(=O)oc3nc21 | 3 | 0.2 | -5 | 4 | 13 | 91 | -2 | -2 | -8 | -0.4
O=C(NC(=S)Nc1c(Cl)ccc2nsnc12)c1ccco1 | ? | -0.1 | 6 | 2 | 4 | 93 | -6 | 0 | -17 | -0.4
Cc1ccc(S(=O)(=O)N(CC(=O)NCCSc2ccccn2)c2ccc(C)c(C)c2)cc1 | 3 | -0.2 | 5 | -5 | 1 | 95 | 3 | -6 | -4 | 3.8
Cc1ccc(C(=O)OCC(=O)Nc2nc(-c3ccccc3)cs2)cc1NC(=O)c1ccco1 | -4 | -0.4 | 4 | -1 | 23 | 92 | 9 | 1 | -4 | -0.2
Cn1nnc2cc(C(=O)N3CCCCCC3)ccc21 | 0 | -0.2 | 3 | 8 | 1 | 95 | 6 | 2 | -4 | -1.8
Cn1ncc(Br)c1C(=O)O | -2 | -0.2 | 6 | 1 | 1 | 100 | -3 | 2 | -3 | -0.3
Cc1ccnc(NC(=O)Nc2ccc(Br)cc2Cl)c1 | 2 | -0.1 | -69 | 0 | -10 | 147 | 4 | -7 | -4 | -1.9
CCOC(=O)c1cn2nc(Oc3cccc(C(F)(F)F)c3)ccc2n1 | 2 | 0.1 | -10 | -1 | -2 | 97 | 37 | 1 | -4 | 0.1
Cc1ccc(/C=C2\SC(=S)N(Cc3ccccc3)C2=O)o1 | 1 | 0.5 | -2 | 0 | -4 | 118 | -16 | -6 | -8 | -0.3
CC[C@@]1(C(=O)OC)N[C@H](CN(C)C(=O)Nc2ccc(F)cc2)[C@@H]2C(=O)N(Cc3ccccc3)C(=O)[C@@H]21 | -1 | -0.2 | -8 | -2 | -3 | 100 | 0 | 1 | -9 | -2.0
COc1ccccc1C(=O)Nc1nnc(-c2ccco2)s1 | 0 | -0.1 | 8 | 1 | -8 | 93 | -13 | -11 | -9 | -2.0
COCCc1ccc(OCC(O)CNC(C)C)cc1 (stereo not given) | 2&-4&2 | -0.2&-0.2&-0.1 | -8&2&-7 | 7&6&1 | 2&2&2 | 99&106&99 | 1&-2&-2 | 2&1&-1 | -5&-5 | -1.4&1.1&1.4
O=P(O)(O)CCP(=O)(c1ccccc1)c1ccccc1 | -4 | 0.2 | 13 | -2 | 3 | 102 | -1 | 4 | . | 1.1
O=C(COc1ccc([N+](=O)[O-])cc1)Nc1ccc(N2CCCC2)cc1 | -6 | -0.1 | 14 | 0 | 1 | 100 | -4 | 2 | -3 | -2.7
N#Cc1nc(COc2ccccc2)oc1N1CCC(Cc2ccccc2)CC1 | 5 | -0.2 | 8 | 1 | -9 | 89 | 6 | 0 | 1 | -1.2
Nn1c(SCC(=O)N2CCOCC2)nnc1-c1ccc(Cl)cc1Cl | -2 | -0.2 | 10 | 5 | 2 | 83 | 7 | -1 | -5 | 1.0
CC(C)(C)c1ccc(C(=O)Nc2ccc(C=C(C#N)C#N)cc2)cc1 | 0 | 0.1 | 7 | -4 | -6 | 101 | -1 | -5 | -6 | -2.4
O=C(N/C(=C\c1ccccc1)C(=O)N1CCCCC1)c1ccc(Br)o1 | -2 | 0.3 | 1 | -6 | 8 | 100 | -9 | -4 | -5 | -0.4
O=c1c2c(n3cnnc3n1-c1ccccc1)-c1ccccc1CC21CCCCC1 | 2 | 0.0 | 5 | 0 | 7 | 95 | 0 | 1 | . | 8.0
COCCOC(=O)c1c(NC(=O)CN(C)c2ccccc2)sc(C(N)=O)c1C | 1 | -0.5 | -4 | -3 | 9 | 98 | 11 | -1 | -4 | -0.6
Cc1ccc(S(=O)(=O)N2CCN(C(=O)c3cc(-c4cccs4)nn3-c3ccccc3)CC2)cc1 | 0 | -0.2 | 4 | 5 | -2 | 96 | -4 | 0 | -8 | 0.8

Entries listed so far that have fluorine, in the order listed:
SMILES | Granule exo inh | aDG glyco up | PDI turbidity | m5-HT2A agonist | H9c2 protect | ABCB6 inh 2 | Vif imaging | Glyco luc inh | CaV13 ICDI inh | hiPSC survival
CC(C)NC(=O)c1ccc(-c2ccc(Cl)c(C(F)(F)F)c2)o1 | 4 | 1.1 | 1 | -1 | -5 | 112 | -6 | -2 | -11 | 4.2
CC(C)(O)c1nnn(-c2ccccc2)c1C(F)(F)F | 0 | 0.0 | -4 | 2 | -4 | 88 | -2 | 1 | -1 | 2.0
CNC(=S)N1CCN(c2c(F)cc3c(=O)c(C(=O)O)cn(C4CC4)c3c2OC)CC1C (stereo not given) | 2 | 0.8 | -3 | 3 | -2 | 106 | -2 | 1 | . | 6.5
Cc1ccc2cc(CN(CCN3CCCC3)C(=O)Nc3ccc(F)cc3)c(=O)[nH]c2c1C | 9 | 0.0 | 1 | -5 | 8 | 91 | 16 | 1 | -5 | -3.6
CN1CCCc2cc3c(C(F)(F)F)cc(=O)oc3nc21 | 3 | 0.2 | -5 | 4 | 13 | 91 | -2 | -2 | -8 | -0.4
CCOC(=O)c1cn2nc(Oc3cccc(C(F)(F)F)c3)ccc2n1 | 2 | 0.1 | -10 | -1 | -2 | 97 | 37 | 1 | -4 | 0.1
CC[C@@]1(C(=O)OC)N[C@H](CN(C)C(=O)Nc2ccc(F)cc2)[C@@H]2C(=O)N(Cc3ccccc3)C(=O)[C@@H]21 | -1 | -0.2 | -8 | -2 | -3 | 100 | 0 | 1 | -9 | -2.0
